High-throughput results from PubChem.
PGC1a acetyl inh – PGC1a acetylation modulation, inhibitor mode. U2OS PGC1a acetylation, AlphaScreen anti-acetyl-lysine; with virally co-expressed GCN5 acetyltransferase. AID 651687. inhibition, % at 15.6 µM. 350,000 tested, 0.17% active;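 active = every replicate shows inhibition of at least 40%; inconclusive = mean inhibition at least 40% but some replicate below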;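 note: 0% = neutral control wells and 100% = positive control wells; some results beyond the cut were filed as inactive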
PglD inh – PglD (C. jejuni) enzyme inhibition | purified PglD enzyme, DTNB colorimetric CoA detection | inhibition, % at 12.5 µM | 360,000 tested, 0.098% active | AID 602405; in the data active = inhibition above about 16%, passing the limit was not always enough; inconclusive = no clear call, values can overlap the other calls; note: strong numbers were not always called active
* hit, by the source's call; ? = inconclusive. The list is partial; rates above refer to the full screens.

cpd	PGC1a acetyl inh	PglD inh	canonical_smiles
1	12.8	-3.9	CCCNC(=O)c1c(N)n(-c2ccc(S(N)(=O)=O)cc2)c2nc3ccccc3nc12
2	-1.6	7.3	O=C(CC1NC(=O)NC1=O)NC1(C(=O)NC2CCCCC2)CCCCC1 (configuration not stated)
3	-0.3	0.4	CCSc1nnc(C)c2ccccc12
4	2.6	2.1	c1ccc(-c2csc(-n3cnnn3)n2)cc1
5	-7.2	6.4	O=S(=O)(NCCSc1nc2ccccc2o1)c1ccccc1
6	-12.1	1.1	Nc1nc(N2CCN(C/C=C/c3ccccc3)CC2)nc2ccccc12
7	-3.0	4.4	COc1ccc(N2CCN(C(=O)CCN3C(=O)c4ccccc4S3(=O)=O)CC2)cc1
8	0.0	1.3	COc1ccc(-n2nnnc2SCC(=O)c2ccc(O)c(O)c2)cc1
9	-11.8	-1.4	O=C(Cn1c(=O)sc2ccccc21)NCc1ccco1
10	-30.2	-5.2	Cc1nnc(NC(=O)CCC(=O)NCc2ccco2)s1
11	0.4	3.5	c1ccc(Cn2nnc3c(NCc4ccc5c(c4)OCO5)nc(C4CC4)nc32)cc1
12	1.9	1.0	O=C(c1cc2ccccc2oc1=O)N1CCSC1c1ccco1 (configuration not stated)
13	0.5	-1.7	CC(C)(C)c1nc(SCC(=O)Nc2ccc(N3CCOCC3)cc2)c2ccccc2n1
14	6.5	2.7	O=C1CSC(c2ccc(Cl)cc2)N1 (configuration not stated)
15	5.3	-4.9	OC(CNC1CCCC1)COc1c(F)cc(Br)cc1F (configuration not stated)
16	1.3	4.9	CCCc1nc2n[nH]c(N)c2c2c1CCC2
17	13.6	-0.4	CCOCC(=O)Nc1nc2ccc(C)cc2s1
18	9.1	1.6	Cc1nc(N2CCOCC2)nc(N2CCN(c3ccccc3)CC2)c1[N+](=O)[O-]
19	6.5	2.2	O=C(CSc1nnc2c3ccccc3c3ccccc3c2n1)Nc1ccccc1F
20	12.2	-2.6	CCc1ccc(CC2S/C(=C(\C#N)C(C)=O)NC2=O)cc1 (configuration not stated)
21	-23.5	-4.9	COc1ccc(S(=O)(=O)Nc2cc(C)ccc2OC)cc1C
22	4.2	-2.3	Cc1cc(C(F)F)n2ncc(C(=O)NCc3ccccc3C(F)(F)F)c2n1
23	2.8	2.1	CC1CCCCC12NC(=O)N(CC(=O)c1ccc[nH]1)C2=O (configuration not stated)
24	2.0	-3.6	CCOC(=O)C1=C(C)Nc2ncnn2C1c1cc(OC)ccc1OC (configuration not stated)
25	0.4	-0.6	CC(CN1CCCCC1)OC(=O)c1ccc2c(c1)OCO2 (configuration not stated)
26	3.4	0.7	CC(C)NC(=O)Nc1cccs1
27	5.1	-3.7	CC(C)(C)OC(=O)N1CCC(c2c(C(=O)O)cnn2-c2ccccc2Cl)CC1
28	5.3	-4.5	O=C(COc1cccc2ccccc12)N1CCN(c2ccccc2)CC1
29	62.9*	-5.7	Cn1cc([N+](=O)[O-])c(C(=O)Nc2nc(-c3ccc(Cl)cc3)cs2)n1
30	-1.9	-3.2	NC(=O)CC(NC(=O)OCc1ccccc1)C(=O)O (configuration not stated)
31	1.7	-3.1	CNC(=O)CSc1nnnn1-c1ccc(C)cc1C
32	8.8	-7.7	CC(=O)Nc1ccc(NC(=O)C2CC(=O)N(c3cccc(C)c3C)C2)cc1 (configuration not stated)
33	-1.4	-2.0	O=C(/C=C/c1ccc(Cl)cc1Cl)NCCN1CCOCC1
34	-21.9	-0.9	CCOc1ccccc1-c1nc(-c2ccncc2)no1
35	-3.8	7.8	Cn1cc(C(=O)N2CCN(C(=O)c3ccco3)CC2)c2c3ccccc3n(C)c2c1=O
36	2.8	1.1	Cc1c(C(=O)NCc2ccc3c(c2)OCO3)oc2ccc(S(=O)(=O)N3CCCCC3)cc12
37	1.6	-4.1	COc1ccc(-c2nc(CC(=O)O)cs2)cc1
38	9.4	5.8	c1ccc2c(c1)oc1c(N3CCOCC3)ncnc12
39	-18.9	5.4	O=C(Nc1cc(Cl)ccc1Oc1ccccc1)c1cnccn1
40	-0.9	0.7	CCCCNC(=O)CN(c1cccc(F)c1)S(C)(=O)=O
41	-3.2	0.5	COc1cc2cc(CN(C(=O)Nc3ccccc3)C3CCCC3)c(=O)[nH]c2cc1OC
42	-6.3	6.7	CCCOc1c(OC)cccc1C1CC(=O)Nc2cc(OC)c(OC)c(OC)c21 (configuration not stated)
43	5.2	-2.2	COCCCNC(=O)c1ccc2nc3ccccc3c(=O)n2c1
44	3.9	1.6	Cc1cccc2cc3c(nc12)SC(=NCC1CCCO1)N(Cc1ccco1)C3 (configuration not stated)
45	10.1	0.9	Cc1ccccc1NC(=O)Cc1nnc(SCc2ccc(Cl)c(Cl)c2)n1C
46	21.5	1.4	COc1cc(NS(=O)(=O)c2ccc(NC(=O)C3CCCO3)cc2)nc(OC)n1 (configuration not stated)
47	0.0	4.0	CCCC(=O)Nc1ccc2nc(SCC(=O)Nc3nccs3)sc2c1
48	-14.5	-2.8	CCN(C(=O)c1cc2ccccc2oc1=O)c1cccc(C)c1
49	-3.7	-3.3	COc1cc2[nH]c(=S)n(CCCN3CCOCC3)c(=O)c2cc1OC
50	8.9	-4.4	CSC(=O)NC12CC3CC(CC(C)(C3)C1)C2
51	3.9	-6.3	COc1ccc(CCNC(=O)CN2C(=O)c3ccccc3S2(=O)=O)cc1
52	-49.0	3.5	CCn1c(SCC(=O)N2CCc3ccccc32)nnc1-c1c[nH]c2ccccc12
53	-1.2	-0.9	CC(CC1CC(C)(C)OC1=O)C(=O)Nc1nncs1 (configuration not stated)
54	-5.7	-2.1	Cc1cccc(NC(=S)NC2CC3CCCC(C2)N3Cc2cccs2)c1 (configuration not stated)
55	4.6	-3.9	CCCn1c(SCC(=O)N2CCN(c3ccc(OC)cc3)CC2)nc2c1c(=O)n(C)c(=O)n2C
56	0.9	1.5	c1ccc(CN2CCN(CCN3CCn4c3nc3ccccc34)CC2)cc1
57	-10.3	-4.2	O=C(CN1C(=O)CCS(=O)(=O)c2ccccc21)Nc1cccc(F)c1
58	-5.5	-1.9	O=C1CCCc2nc(N3CCc4ccccc43)ncc21
59	-8.3	-2.8	COC(=O)c1cc(NS(=O)(=O)c2ccc(NC(C)=O)cc2)cc(C(=O)OC)c1
60	10.7	-3.3	COCCN(CC(=O)NC1CCCCC1)C(=O)c1csnn1

New compounds follow.
cpd	PGC1a acetyl inh	PglD inh	canonical_smiles
61	-13.9	1.0	COc1nc(OCCNC(=O)Nc2ccccc2)nc(N(C)C)n1
62	44.6	-4.4	CCOC(=O)CC1=C(C(=O)OCC)C(c2cccnc2)C(C#N)=C(N)O1 (configuration not stated)
63	8.1	-0.1	COC(=O)COc1cc(C)cc2oc(=O)c(CC(=O)OC)c(C)c12
64	3.9	-1.2	O=C1OC(c2ccc3c(c2)OCO3)N(C(=O)c2ccc(Cl)c(Cl)c2)c2ccccc21 (configuration not stated)
65	-10.6	-0.9	CCOC(=O)c1cnc(-c2ccccc2)nc1Oc1ccc(Cl)c(Cl)c1
66	-2.3	-2.2	CCn1c2ccc(/C(C)=N\O)cc2c2cc(/C(C)=N\O)ccc21
67	-1.0	0.5	O=C(Nc1c2c(nn1-c1ccc(F)cc1)CS(=O)(=O)C2)C12CC3CC(CC(C3)C1)C2
68	-14.4	-2.1	COc1ccc2c(c1)C(C)=CC(C)(C)N2C(=O)Nc1ccccc1
69	-32.3	-6.5	N#C/C(=C\c1ccc[nH]1)Sc1nc2ccccc2s1
70	-1.2	1.8	Cc1ccc(Cn2c(-c3nonc3N)nc3ccccc32)cc1
71	12.1	-142.0	Cc1cc(C)cc(N(CC(=O)NC2CCCCC2)C(=O)CCC(=O)Nc2cc(C)ccn2)c1
72	-1.5	3.4	CCCOc1ccc(OC(=O)c2ccc(Br)o2)cc1
73	-2.4	1.1	O=C(CSc1nnc2ccccn12)NC(=O)NC1CCCCC1
74	4.2	5.7	CC(C)(C)c1ccc(C(=O)C=[N+]=[N-])cc1
75	-7.3	4.0	COc1cc(-c2[nH]nc3c2C(c2ccoc2)C(C#N)=C(N)O3)cc(OC)c1OC (configuration not stated)
76	10.0	-4.2	CCCNc1nc2c(c(=O)n(C)c(=O)n2C)n1CCc1ccccc1
77	35.8	-2.4	CC1CCCCN1C(=O)Cn1cc(C#N)c2ccccc21 (configuration not stated)
78	4.9	5.4	O=C(COc1ccc(CO)cc1)Nc1ccc(F)cc1
79	0.7	0.2	CCCC(c1nnnn1Cc1ccco1)N1CCN(c2cc(Cl)ccc2C)CC1 (configuration not stated)
80	1.9	6.8	O=C(CCC(=O)OCCCC(F)(F)C(F)(F)F)Nc1ccc(Cl)cc1Cl
81	10.2	-2.6	Cc1cc(=O)n(CCc2ccccc2)c(O)c1C#N
82	-22.8	-5.5	CS(=O)(=O)N(CC(=O)Nc1c(F)cccc1F)c1ccc(C23CC4CC(CC(C4)C2)C3)cc1
83	-21.2	26.2*	Cn1c(CO)cnc1SCc1ccc(Cl)cc1
84	5.7	-1.2	CCOc1ccccc1CN1CCN(S(=O)(=O)CC)CC1
85	-12.0	-2.4	Cc1c(Cl)c([N+](=O)[O-])nn1CC(=O)NC(C)C1CC2CCC1C2 (configuration not stated)
86	-5.0	0.4	Cc1ccc2nc(SCC(=O)N3c4ccccc4CC3C)c(C)cc2c1 (configuration not stated)
87	-3.4	-0.4	O=c1cc(-c2ccccc2)c2c([nH]1)CCCC2
88	5.4	2.9	COC(=O)c1c(C(=O)OC)n(CCCN)c2ccc(C)cc12
89	17.0	0.7	CCOc1ccc(CNC(=O)C2CCC(=O)N2C2CCCC2)cc1OC (configuration not stated)
90	-0.2	-0.3	CC(C)C(NC(=O)C1CCCCC1)C(=O)Nc1ccncc1 (configuration not stated)
91	-12.7	-3.8	COc1ccc(Cc2nnc(NC(=O)c3c(-c4ccccc4)noc3C)s2)cc1
92	-15.8	6.7	CCCCNc1c(-c2ccc(-c3ccc(C(C)=O)cc3)c(OC)c2)nc2cnccn12
93	2.5	-1.7	Cc1nnc(SCC(=O)Nc2ccc(Oc3ccccc3)cc2)n1N
94	-4.4	1.8	CCOc1ccc(N(CC(=O)NCc2ccccc2)S(C)(=O)=O)cc1
95	?	4.7	CS(=O)(=O)c1nc(-c2ccccc2)cc(C(F)(F)F)n1
96	8.3	1.9	CC(=O)Oc1ccc2cc(-c3nc4ccccc4n3C)c(=O)oc2c1
97	-1.9	-1.9	CSC1=N/C(=C\c2ccccc2F)C(=O)S1
98	-0.2	-7.0	CSCc1c(C(=O)Nc2ccc(N3CCOCC3)cc2)oc2ccccc12
99	-21.5	4.6	COc1ccc(Br)c(/C=N/NC(=O)COc2ccc(-c3ccccc3)cc2)c1
100	5.7	3.3	Cc1ccc(C)n1-c1nc(=S)[nH][nH]1
101	-1.9	11.6	CCN1C(=NCC2CC2)N[C@@H](c2cccc(C(F)(F)F)c2)C(C(=O)OC)=C1C
102	12.5	2.3	CCS(=O)(=O)N1CCCC(C(=O)NCc2cccc(OC)c2)C1 (configuration not stated)
103	-5.5	-3.9	COc1ccc(/C(O)=C2/C(=O)C(=O)N(c3nc(C)c(C)s3)C2c2ccco2)cc1 (configuration not stated)
